NPY2 pot ag: human NPY-Y2 potentiation or agonism, primary screen; AID 1359; cells expressing NPY-Y2, potentiator/agonist read-out; activation, % at 3.6 µM; 220,000 tested, 0.45% active; P49146; in the data active means activation above about 27%;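 further: cells stimulated with NPY near EC25 plus isoproterenol at EC100; 0% = vehicle plus submaximal agonist and 100% = vehicle plus saturating agonist; some results beyond the cut were filed as inactive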
NPY-Y1 antag: blocks the human neuropeptide Y Y1 receptor; HEK293-CNG Y1 cells, membrane potential fluorescence; NPY at EC95, then isoproterenol; inhibition, % at 3.6 µM; AID 1040; P25929; 200,000 tested, 1% active;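 active means inhibition above the campaign mean inhibition of all tested compounds plus 3 SD, cut at about 20% in these data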;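 further: 0% = DMSO wells given NPY plus isoproterenol and 100% = isoproterenol alone without NPY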
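Benchmarks – high control isoproterenol alone, low control NPY with isoproterenol · Material – HEK293 Y1/CNG channel cell line · Times – dye 3 h, compound 60 min room temperature, stimulation 45 min · Probe or stimulus – NPY (25 nM), isoproterenol (1 µM), Ro 20-1724 (25 µM) · Evaluation – % inhibition of NPY effect · Signal – fluorescence, membrane potential probe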
S1P4 antag: antagonists of human S1P4 receptor; S1P4-expressing cells, antagonist mode, reporter read-out; inhibition, % at 4.98 µM; 220,000 tested, 0.26% active; in the data active means inhibition above about 29%;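 further: 0% = wells stimulated with agonist and 100% = vehicle wells without agonist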
Target sequence (O95977 whole entry, looked up): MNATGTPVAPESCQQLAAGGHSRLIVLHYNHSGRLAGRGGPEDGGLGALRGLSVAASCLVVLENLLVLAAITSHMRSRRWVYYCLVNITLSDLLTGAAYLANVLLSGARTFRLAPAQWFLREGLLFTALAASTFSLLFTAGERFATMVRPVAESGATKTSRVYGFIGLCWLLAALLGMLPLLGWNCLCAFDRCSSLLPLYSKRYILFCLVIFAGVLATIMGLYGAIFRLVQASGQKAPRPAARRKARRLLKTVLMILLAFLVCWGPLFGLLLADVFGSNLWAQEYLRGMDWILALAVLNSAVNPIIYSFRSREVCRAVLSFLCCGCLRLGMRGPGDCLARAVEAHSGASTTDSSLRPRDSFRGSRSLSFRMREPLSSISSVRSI
BaF3 parental: reduces parental Ba/F3 cell viability, JAK2V617F counter-screen | CellTiter-Glo ATP luminescence | inhibition, % at 5.6 µM | 220,000 tested, 1.1% active;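 active means inhibition above a per-campaign cutoff, the mean inhibition of all tested compounds plus 3 SD, cut at about 27% in these data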;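 further: 0% = DMSO wells and 100% = JAK Inhibitor I control wells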
RBBP9 inh: blocks human serine hydrolase RBBP9. inhibition, % at 7.94 µM. 220,000 tested, 0.2% active. AID 1515. recombinant RBBP9, FP-Rh probe fluorescence polarization. O75884;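 active means inhibition above the campaign mean of all tested compounds plus 3 SD, cut at about 14% in these data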;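 further: plate controls were DMSO wells with RBBP9 for no effect and wells lacking RBBP9 protein for full effect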
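system = RBBP9 protein | input = RBBP9 at 2.5 µM in dispensed solution, before mixing | measured by = fluorescence polarization (mP), excitation 525 nm, emission 598 nm | incubation = enzyme-compound preincubation 30 min, then probe labeling 45 min, 25 °C | buffer or medium = Tris-NaCl-Pluronic buffer, pH 8.0 | compound = single dose 7.94 µM | also added = FP-Rh probe, 375 nM dispensing solution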
NPY-Y1 PAM-ag: human NPY-Y1 potentiation or agonism, primary screen. 220,000 tested, 0.37% active. activation, % at 3.6 µM. NPY-Y1 expressing cells, potentiator/agonist activation. P25929; in the data active means activation above about 33%, passing the limit was not always enough;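 further: cells stimulated with NPY at EC10 then isoproterenol at EC100; 0% = low agonist plus stimulus and 100% = saturating agonist plus stimulus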
S1P4 ag: human S1P4 receptor agonism. S1P4-expressing cell line, agonist reporter assay. activation, % at 4.98 µM. 220,000 tested, 0.35% active; in the data active means activation above about 11%;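 further: 0% = DMSO vehicle and 100% = reference agonist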
Runt-CBFb FRET: inhibitors of human RUNX1 Runt domain binding to CBFb. Q01196+Q13951. Cerulean-Runt/Venus-CBFb FRET ratio 530/480, 1 h. inhibition, % at 20 µM. 220,000 tested, 0.46% active. AID 1496;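 active means inhibition over about 50% at 20 µM in the single-dose screen, limit read from the data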;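 further: 0% = DMSO wells and 100% = excess unlabeled CBFb competitor control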
Target sequence (Q01196 whole entry, looked up, the tested form may be a part): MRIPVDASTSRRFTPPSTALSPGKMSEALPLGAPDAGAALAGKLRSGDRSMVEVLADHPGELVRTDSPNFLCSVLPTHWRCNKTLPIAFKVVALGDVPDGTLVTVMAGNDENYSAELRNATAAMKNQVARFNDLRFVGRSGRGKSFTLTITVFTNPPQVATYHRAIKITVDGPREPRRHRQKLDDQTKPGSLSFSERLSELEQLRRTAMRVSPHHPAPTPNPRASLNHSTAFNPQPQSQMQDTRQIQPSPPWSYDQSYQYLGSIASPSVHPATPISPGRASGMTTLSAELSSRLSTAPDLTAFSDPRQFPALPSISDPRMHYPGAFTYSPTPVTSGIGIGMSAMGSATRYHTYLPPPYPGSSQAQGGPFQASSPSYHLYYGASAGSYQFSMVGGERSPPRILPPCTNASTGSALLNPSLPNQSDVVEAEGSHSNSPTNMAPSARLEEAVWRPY
Target sequence (Q13951 whole entry, looked up, the tested form may be a part): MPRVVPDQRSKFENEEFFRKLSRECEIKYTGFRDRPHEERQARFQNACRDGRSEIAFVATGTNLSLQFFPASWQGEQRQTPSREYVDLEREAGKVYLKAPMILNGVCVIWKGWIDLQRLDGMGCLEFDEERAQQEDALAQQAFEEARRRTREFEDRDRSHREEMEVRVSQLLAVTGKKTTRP
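Buffer or medium: Tris pH 7.5 buffer with BSA. Assay system: Cerulean-labeled Runt domain protein. Amount: each fluorescent fusion protein 100 nM. Read-out basis: loss of energy transfer signal. Incubation: 1 h compound exposure, room temperature. Probe or stimulus: Venus-CBFb binding partner, 100 nM. Detection: FRET, excitation 422 nm, emission at 530 and 480 nm.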
Ba/F3 V617F tox: loss of viability in JAK2V617F-driven Ba/F3 cells; Ba/F3 EpoR-JAK2V617F viability, ATP luminescence; inhibition, % at 5.6 µM; 220,000 tested, 1.1% active; AID 1446;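 active means inhibition above the campaign mean plus 3 SD over all tested compounds, cut at about 24% in these data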;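 further: cytokine-independent growth of Ba/F3 cells driven by EpoR plus mutant JAK2; 0% = DMSO-treated cells and 100% = JAK inhibitor I control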
* = called active by the depositor; . = not tested or not shown.

Sample of the layout:
SMILES	NPY2 pot ag	NPY-Y1 antag	S1P4 antag	BaF3 parental	RBBP9 inh	NPY-Y1 PAM-ag	S1P4 ag	Runt-CBFb FRET	Ba/F3 V617F tox
CCOc1ccc(OCCCCNCCN)cc1	4	0	-11	4	0	-37	1.0	1	0
CC(NC(=O)C(=O)N/N=C\c1ccc([N+](=O)[O-])cc1)c1ccccc1 (configuration not stated)	2	-3	-1	4	-3	8	3.3	2	-2
COc1ccc(S(=O)(=O)N2CCN=C2SCc2cccnc2)cc1	9	-3	-12	3	-4	12	-0.6	1	-4

This part in full (from the top)
SMILES	NPY2 pot ag	NPY-Y1 antag	S1P4 antag	BaF3 parental	RBBP9 inh	NPY-Y1 PAM-ag	S1P4 ag	Runt-CBFb FRET	Ba/F3 V617F tox
CCOc1ccc(OCCCCNCCN)cc1	4	0	-11	4	0	-37	1.0	1	0
CC(NC(=O)C(=O)N/N=C\c1ccc([N+](=O)[O-])cc1)c1ccccc1 (configuration not stated)	2	-3	-1	4	-3	8	3.3	2	-2
COc1ccc(S(=O)(=O)N2CCN=C2SCc2cccnc2)cc1	9	-3	-12	3	-4	12	-0.6	1	-4
C=CCOc1ccc(C=Nc2cccc(Cl)c2)c(O)c1	2	-4	-12	7	-3	-9	-0.5	5	-2
C=CCN=Cc1c(C)[nH]n(-c2ccccc2)c1=O	0	-1	-10	2	-9	15	2.1	0	-2
Cc1ccccc1OS(=O)(=O)c1cn(C)c(=O)n(C)c1=O	15	-1	1	2	5	8	-0.1	0	0
CCOC(=O)c1c(NC(=O)CN2CCN(C)CC2)sc(C(=O)Nc2ccccc2)c1C	-23	27*	-3	7	0	-43	-0.6	1	6
CC(=O)N1c2ccccc2C(CBr)=CC1(C)C	15	.	-9	-5	-5	-8	-1.0	-1	-2
CCCOP(=O)(OCCC)c1nc(-c2ccccc2)oc1NCc1ccccc1	-2	13	3	6	-6	-24	1.2	-6	-1
COc1cc(OC)cc(C(=O)Nn2cc(C(=O)N3CCN(C)CC3)c3ccccc3c2=O)c1	-3	0	-14	-2	-4	-5	2.4	3	-6
Cc1ccc(C(=O)OCC(=O)Nc2ncc(Cl)cc2Cl)cc1NC(=O)c1ccco1	-3	-3	-3	5	-5	-14	3.0	4	0
CC1(C)C2CCC(C2)C1(C)NC(=O)CN1CCOCC1 (configuration not stated)	6	0	6	-1	4	16	0.5	-1	-4
CCOC(=O)C1CCN(c2ccc(C(=O)O)cc2[N+](=O)[O-])CC1	-12	-1	-17	6	-10	-28	-2.0	-1	0
CCOC(=O)c1c(C)n(C)c2ccc(OCC(O)CNC(CC)CO)cc12 (configuration not stated)	-34	5	-6	8	-5	-16	0.3	-1	1
COCCOC(=O)c1c(C)oc2ccc(OC(=O)c3ccco3)cc12	-4	5	16	1	1	-16	2.3	-2	4
O=C(CSc1ncnc2nc[nH]c12)c1ccc2ccccc2c1	6	-4	-7	23	-2	-22	-0.7	-5	19
Cn1cc(Br)c(C(=O)Nc2ncc(Br)s2)n1	-2	-4	4	7	3	12	0.2	2	1
COc1cc(/C=c2\sc3nc(-c4ccncc4)nn3c2=O)ccc1OC(C)=O	11	-1	1	1	-6	1	-2.4	-1	0
Cc1ccc2nc(N(CCCN(C)C)C(=O)c3ccc4c(c3)CCCC4)sc2c1	-17	14	-1	10	-11	-23	-0.2	0	7
COC(=O)c1ccc(NC(=O)CN2C(=O)CCC2=O)cc1	5	0	-32	0	-8	3	0.9	-1	-4
CN(C)CCCn1c(=O)n(CCc2ccccc2)c(=O)c2c3c(sc21)CCCCC3	-27	.	10	-4	-5	-22	-0.7	0	1
O=C(COc1ccc(Cc2ccccc2)cc1)c1ccc(F)cc1	-8	0	-10	10	-6	3	2.0	0	4
COc1ccc(OC)c(-c2csc(NC(=O)c3ccc4c(c3)OCO4)n2)c1	4	6	-12	5	-1	-7	3.3	0	-1
Cc1ccc(C(=O)Cn2cccn2)cc1	-3	3	1	10	0	18	1.1	1	5
Cc1oc(-c2cccc(Cl)c2)nc1CN1CCCC(C(=O)NCCCN2CCOCC2)C1 (configuration not stated)	-31	8	-4	7	-4	-20	0.4	2	0
COc1ccc2c(c1OC)C(=O)N(c1ncn[nH]1)C2	5	5	-28	0	-6	-16	0.0	3	-3
CCc1cc2c(SCC#N)ncnc2s1	-16	5	-16	0	7	10	-0.4	-1	-3
COc1ccc(C(=O)Oc2c(CN3CCOCC3)cc(Cl)c3cccnc23)cc1OC	14	-5	8	6	-3	13	1.4	.	-2
COC(=O)c1ccc(CNC(=O)COC(=O)C2CCC(C(C)(C)C)CC2)cc1 (configuration not stated)	3	-1	-2	0	-5	16	1.1	-8	-4
COc1ccc(C2CC(=O)c3cnc(N4CCN(Cc5ccccc5)CC4)nc3C2)cc1 (configuration not stated)	-17	12	-10	7	-3	-39	0.8	-2	3
Cc1cc(C)nc(NS(=O)(=O)c2ccc(NS(=O)(=O)c3ccccc3)cc2)n1	-17	0	-19	7	0	-4	-0.9	0	3
CC(=O)c1sc(NC(=O)COc2ccc(C)c(C)c2)nc1C	4	-1	-10	2	-4	2	0.3	-7	-1
OC(c1ccccn1)c1c[nH]c2ccccc12 (configuration not stated)	-5	-2	-4	0	-7	-29	-5.3	0	-4
O=C(Nc1ccccc1C(=O)N1CCCC1)C1COc2ccccc2O1 (configuration not stated)	4	-1	14	4	-3	2	0.5	-1	-1
CCCC(=O)Nc1nc2ccc(C(=O)OCC)cc2s1	16	2	-8	2	-7	28	-3.0	-1	0
CCCc1cc(=O)[nH]c(Nc2ccc(OC)c(Cl)c2)n1	-10	-1	-34	2	-2	-21	-1.1	0	2
c1ccc(CCc2nn3c(Cc4ccccc4)nnc3s2)cc1	-5	3	-4	2	-9	-13	0.8	29	0
O=S(=O)([N-]c1nc2ccccc2nc1-[n+]1ccccc1)c1ccc(Cl)cc1	2	6	-4	9	-9	24	1.4	-1	3
CCOC(=O)Cn1c(=O)oc2cc(S(=O)(=O)N3CCN(C(=O)c4ccco4)CC3)ccc21	-9	-3	4	9	-6	5	4.2	0	7
Cn1ccnc1C(=O)c1ccc(S(=O)(=O)N2CCCC2)cc1	10	3	-7	7	0	11	1.1	-3	-2
CCOC(=O)Cc1csc(NC(=O)CSc2nncn2C)n1	-6	5	-2	5	1	-2	0.5	-3	-1
CC(=O)c1sc(C(C)(C)C)cc1NC(=O)c1ccccc1C(=O)O	1	.	-2	-3	-5	3	0.4	1	3
O=C(O)Cc1c(-c2ccccc2Cl)c2cc(Br)ccc2[nH]c1=O	15	.	-12	-1	-1	13	-0.5	-4	-2
CC(/C=N\NC(=O)Cn1cncn1)=C/c1ccc(C(C)C)cc1	-10	.	-8	1	-6	-5	0.2	0	0
Cc1ccc2nc(-c3ccccc3)c(-c3ccccc3)nc2c1	4	0	8	1	-13	-14	-1.0	-1	-2
COc1ccc(-n2cnnc2SCc2ncc(-c3ccccc3)o2)cc1	3	4	10	6	1	-4	1.2	1	-2
CC(=O)Oc1ccc2c(=O)c(-c3ccccc3)coc2c1	0	-3	-5	3	-1	-12	0.0	-5	5
COc1cc(CNCc2ccccc2C(F)(F)F)cc(OC)c1	-28	12	2	10	5	-28	0.9	-2	0
CCOC(=O)N1CCN(C(=O)/C=C/c2ccc3c(c2)OCO3)CC1	-8	1	-18	5	-4	-15	1.6	-2	0
NC(=O)CSc1nnc(C2CC2)n1Cc1ccccc1	-3	3	-14	0	-2	11	2.4	1	-1
O=C(NC1CCCCC1)C(c1ccc2ncccc2c1)N(Cc1cccs1)C(=O)c1cccs1 (configuration not stated)	3	32*	-7	1	-2	-10	0.2	-3	-2
CC(=O)Nc1sc(N/N=C\c2ccccc2F)nc1-c1cccs1	0	-6	-4	6	2	13	1.8	22	-2
Cc1ccccc1C(=O)NNC(=O)c1cc(N)cc([N+](=O)[O-])c1	1	0	-11	2	-5	3	-0.1	1	-3
C=CCOC(=O)c1cn(CC)c2nc(C)ccc2c1=O	6	-1	-2	1	-4	-5	1.3	0	4
N#CC1=C2C=CC=CN2CC1=O	2	4	-2	6	-3	-13	2.0	-1	-1
Brc1ccc(-c2noc(COc3ccc4ccccc4c3)n2)o1	-49	29*	-24	4	-21	-70	0.1	-1	4
O=C(Cc1ccc([N+](=O)[O-])cc1)c1ccc(O)cc1O	10	.	-28	1	-9	12	1.9	2	0
CN1CCN(C(=O)c2cc(COc3c(F)cccc3F)on2)CC1c1ccccc1 (configuration not stated)	-1	0	-6	9	-4	5	0.4	.	-3
CCOC(=O)C1CCN(Cc2cn[nH]c2-c2ccc(C)cc2)CC1	-8	-4	-10	2	-5	-18	1.5	0	-4
O=C(Nc1cccn(Cc2c(Cl)cccc2Cl)c1=O)C1CC1	3	1	11	7	0	-11	-0.7	0	3

Continued:
SMILES	NPY2 pot ag	NPY-Y1 antag	S1P4 antag	BaF3 parental	RBBP9 inh	NPY-Y1 PAM-ag	S1P4 ag	Runt-CBFb FRET	Ba/F3 V617F tox
CN(C)CCCN=Cc1c(-c2ccccc2)[nH]n(-c2nc3ccccc3s2)c1=O	15	-6	-3	2	-9	22	0.6	.	-1
CCOC(=O)Cn1c(=O)oc2cc(S(=O)(=O)NCCC(C)C)ccc21	5	-4	2	7	-4	22	-0.5	-1	-2
COc1ccc(-c2cc(C(=O)Nc3cc(C)n(Cc4ccc(Cl)cc4)n3)no2)cc1OC	-14	-8	-11	7	-6	15	0.9	-2	1
COc1cccc(-c2cc(C(=O)NCc3ccc(Cl)cc3)no2)c1	-3	13	-9	2	10	-23	2.3	3	-3
COC(=O)C(O)(NC(=O)NC(C)=O)C(F)(F)F (configuration not stated)	-1	-8	-4	7	-6	-17	0.1	-2	1
C/C(=N\NC(=O)c1ccc(NS(=O)(=O)c2cccs2)cc1)c1ccc(C(C)(C)C)cc1	-5	5	-12	4	-9	-2	0.9	0	0
Cc1ccc(NC(=S)Nc2cccc(-c3n[nH]c(=S)o3)c2)cc1	-4	.	3	3	-4	3	1.1	22	3
CC1(C)CC(=O)C2=C(C1)OC(N)=C(C#N)C2C1C=CCCC1 (configuration not stated)	2	0	-5	3	-8	24	-0.8	-1	-2
CCN1CCS/C1=C/C=C/C1=[N+](CC)CCS1	11	8	-1	81*	-2	-29	0.3	140*	99*
CO/N=C(\Cn1ncc(NC2CCCCC2)c(Br)c1=O)c1ccc(Cl)cc1	-1	3	1	6	-6	-10	-0.7	0	2
O=C(OCc1nc2ccccc2[nH]1)C12CC3CC(CC(C3)C1)C2	-1	-2	-3	8	-6	13	-1.6	.	4
Cc1ccc2nsnc2c1NC(=O)c1ccc2c(c1)OCCO2	-3	7	5	2	-10	1	0.7	2	-1
O=C(CSc1ccccc1)Nc1ccc(NC(=O)c2ccco2)cc1	-7	-3	-8	3	0	0	-3.2	0	-3
